Assay outcomes deposited in PubChem by several laboratories.
HSP90 inh: HSP90 refolding inhibition in rabbit reticulocyte lysate; inhibition, % at 5.6 µM; luciferase refolding luminescence, 3 h; 290,000 compounds, 0.91% hits;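 active = inhibition above the screen-wide mean plus 3 SD, computed separately per campaign, cut at about 16% in these data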;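 also: 0% = DMSO wells and 100% = 60 µM geldanamycin wells; inhibitors lower the luminescence because luciferase stays unfolded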
KLF5 inh: inhibitors of KLF5 expression; 290,000 compounds, 0.23% hits; DLD-1 KLF5 promoter-luciferase reporter, luminescence; inhibition, % at 5 µM; AID 1700;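 active = inhibition above a per-plate limit of that plate's mean compound inhibition plus 3 SD, cut at about 60% in these data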;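 also: 0% = DMSO wells and 100% = LY294002 at 200 µM; higher means less KLF5 promoter-driven luciferase light; inactives centre near -14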
SKKanGAS inh: blocks kanamycin growth of S. pyogenes SKKanGAS strain | 300,000 compounds, 1.3% hits | AID 1662 | BacTiter-Glo, 6 h | inhibition, % at 7.5 µM;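 active = mean replicate score, as percent of positive control median, at least 50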;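 also: strain carries kanamycin resistance gene driven by streptokinase promoter and grows in 40 µg/ml kanamycin; loss of luminescence reflects streptokinase promoter inhibition or plain growth inhibition; 0% = median of DMSO wells and 100% = positive control at its reference dose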
HSF-1 act: increases HSF-1 driven luciferase reporter signal. NIH3T3-HGL HSF-1 luciferase reporter, MG132, 8 h; 100% = twice DMSO control signal. activation, % at 9 µM. 300,000 compounds, 1.7% hits. AID 504408;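 active = mean replicate activation of at least 50% with a set share of replicates each reaching 50%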;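 also: 0% = median of the neutral control wells and 100% = twice that signal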
HIF act: HIF pathway transcriptional activation; U2OS HRE-luciferase reporter, luminescence; normalized: DMSO 0%, desferrioxamine 100%; activation, % at 7.5 µM (by protocol); 300,000 compounds, 0.32% hits; AID 1910;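 active = mean activation of at least 10% of the iron chelator positive control signal, with at least half of replicates also reaching 10%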
aSyn 5UTR inh: MLPCN primary screen, SNCA 5' untranslated region. alpha-synuclein 5'UTR reporter, inhibitor activity. inhibition, % (tested at 7.5 µM). 300,000 compounds, 0.82% hits. AID 1813; in the data active = inhibition above about 60%;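 also: H4 neuroglioblastoma cells stably carrying SNCA 5'UTR luciferase fusion; 0% = DMSO wells and 100% = positive control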
Platelet DG rel: modulates dense granule release in human platelets. human platelet-rich plasma, SFLLRN dense granule ATP release, luminescence. inhibition, %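 (compounds screened at 7.5 µM in platelet-rich plasma)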. 300,000 compounds, 0.22% hits;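 active = mean replicate score, as percent of positive control, at or above 50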
AI-2 QS modul: modulates the Vibrio harveyi AI-2 quorum sensing system | AID 2094 | activity change, % at 7.5 µM | Vibrio harveyi JMH597 AI-2 luminescence/OD600 ratio, 9 h; stronger effect = lower value; strain lacks LuxN and CqsS sensors; 0 = neutral-control median | 300,000 compounds, 0.4% hits; in the data active = activity change below about -75%, passing the limit was not always enough;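 also: luminescence divided by OD600 gain over 9 h not by final OD600 alone; inactives centre near 13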
IEC-6 tox: kills IEC-6 intestinal cells in KLF5 counter-screen | IEC-6 cytotoxicity, luminescence viability | inhibition, % at 5 µM | 290,000 compounds, 0.78% hits; in the data active = inhibition above about 22%;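 also: 0% = plate median of test compound wells and 100% = cytotoxic reference compound wells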
HSF1 inhib: HSF1 inhibition; AID 2098; activity change, negative = inhibition, % at 7.5 µM (by protocol); NIH3T3-HGL HSE-luciferase, MG132-induced, luminescence 8 h; stronger effect = lower value; 300,000 compounds, 0.77% hits;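 active = more than half of replicate wells show activity change below -50%, luminescence cut by over half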;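 also: luciferase reports HSF-1 transcriptional activity via heat shock element; 0% = median of DMSO wells and -100% = zero luminescence signal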
Starred values were filed as active, the others as inactive; · = no result given.

SMILES | HSP90 inh | KLF5 inh | SKKanGAS inh | HSF-1 act | HIF act | aSyn 5UTR inh | Platelet DG rel | AI-2 QS modul | IEC-6 tox | HSF1 inhib
Cn1c(SCC(=O)N2CCCc3ccccc32)nnc1-c1cccs1 | 1 | 0 | 3 | -17 | -0.1 | 11 | 1 | 32 | -3 | -4
CN(C)c1ccc(/C=N/NC(=O)c2ccc(CN3C(=O)c4cccc5cccc3c45)cc2)cc1 | 4 | -4 | -1 | 0 | 0.3 | 8 | -8 | 23 | 0 | -1
N#Cc1c(C(F)(F)F)cc(-c2cccs2)nc1N1CCCCC1 | 1 | -21 | -10 | 21 | 0.0 | 8 | -36 | 23 | 1 | 5
Cc1cccc2c(=O)oc(-c3ccccc3Cl)nc12 | 5 | -17 | 5 | 2 | -6.1 | -1 | 9 | 12 | 12 | -3
CCCC(=O)N(Cc1cc(=O)[nH]c2ccccc12)c1ccc(OC)cc1 | 2 | -15 | 1 | 3 | -1.4 | 35 | 4 | 17 | -4 | 0
Brc1ccc(-c2nnc(-c3cccnc3)o2)cc1 | · | · | -13 | 24 | 3.4 | -144 | 1 | 11 | · | 6
N#CC1=C2N=C(N)c3c(sc4c3CCCCC4)N2C2=C(C(=O)CCC2)C1c1ccccc1 (centres undefined) | 2 | -3 | 13 | 13 | 0.8 | -29 | 6 | 12 | -11 | 0
Cc1cccc(-n2ncc3c(NC4CCCCC4)ncnc32)c1 | 3 | -116 | 28 | -7 | 2.4 | -90 | -6 | -1 | -2 | -13
CCOC(=O)C1CCN(C(=O)Cn2ncc3c([nH]c4ccccc43)c2=O)CC1 | -3 | -12 | -1 | 7 | -0.3 | 11 | -2 | 19 | -7 | 3
CC(C)n1c(O)c(N=NC(=O)CNC(=O)CCc2ccccc2)c2ccccc21 | 2 | -10 | -6 | -23 | 0.0 | 5 | -1 | 22 | 6 | -2
OC(CNCc1ccccc1)(c1ccc(F)cc1)c1ccc(F)cc1 | 2 | 3 | 35 | 5 | -0.1 | -15 | 8 | 4 | -4 | 9
COc1ccc(NC(=O)CSc2nc3cccnc3n2C)cc1 | -2 | -17 | 8 | -7 | 0.1 | 23 | 1 | 13 | -8 | -6
Cc1sc2c(c1C)c(=O)nc1scc(CC(=O)O)n12 | 0 | -25 | 6 | 2 | 0.0 | 3 | 0 | 19 | 4 | -8
COc1cc2nc(C3CCC3)n(NC(=O)C3CCC3)c(=O)c2cc1OC | -6 | -25 | -3 | -4 | -0.2 | 6 | 7 | 11 | -1 | 3
O=C(NCC(=O)N(c1ccc(F)cc1)C(C(=O)NC1CCCCC1)c1cccnc1)c1ccco1 (centres undefined) | 8 | -30 | -2 | 10 | 0.0 | -23 | -5 | 5 | 6 | 3
O=C(CNc1cccc([N+](=O)[O-])c1)N/N=C/c1ccc(F)cc1 | -1 | -37 | -6 | 13 | -0.2 | 28 | -1 | 8 | -4 | -10
CC(C)(C)c1cc(C(C)(C)C)cc(S(=O)(=O)CCc2ccccn2)c1 | 3 | -11 | -6 | -1 | -0.7 | 16 | -10 | 8 | 4 | -1
CCN(c1ccccc1C(=O)O)S(=O)(=O)c1cccc2nsnc12 | 0 | -34 | 1 | -11 | -15 | 0 | 4 | 6 | -5 | 9
CC(=O)c1sc2nc(-c3cccs3)ccc2c1N | 3 | -27 | -16 | -4 | 1.4 | -272 | 1 | 6 | 0 | 12
COc1ccc(CCNC(=O)C(=O)Nc2nccs2)cc1OC | 2 | -6 | -2 | -33 | -2.1 | -2 | 0 | 6 | 3 | -12
CCOC(=O)c1noc(C)c1C(=O)Nc1nccs1 | 7 | -26 | -2 | 3 | -0.3 | 6 | 0 | 12 | 2 | -8
O=C(CC1S/C(=N/N=C/C=C/c2ccccc2)NC1=O)Nc1ccc(C(=O)O)cc1 (centres undefined) | 0 | -8 | 3 | -2 | 0.5 | -19 | 3 | 10 | -1 | -10
CCOC(=O)C1=C(C)NC(C)=C(C(=O)OCC)C1C(=O)OCC(=O)N(C)C1CCS(=O)(=O)C1 (centres undefined) | -1 | -5 | 2 | -17 | 13* | 5 | -3 | -5 | -2 | -7
Cc1ccc(CN2CCN(C(=O)c3ccncc3)CC2)cc1 | -2 | -1 | 0 | 8 | 0.1 | -6 | 0 | 10 | 6 | -5
CCOC(=O)COc1cccc2c(=O)n(CC(=O)N3CCC(C)CC3)ccc12 | 7 | -9 | -2 | -26 | -0.3 | 15 | 1 | 24 | -2 | -3
Cc1cc(C)nc(N2CCC(C(=O)Nc3cccc(C(F)(F)F)c3)CC2)n1 | -1 | -11 | 0 | -3 | -1.2 | -9 | 1 | 11 | 0 | -6
CCCCNC(=O)c1nnn(-c2ccccc2)c1N | -6 | -90 | -8 | 16 | 3.7 | -140 | -2 | -6 | -3 | 3
COc1ccc(C(=O)C2CCCN(C(=O)c3n[nH]c4c3CCCC4)C2)cc1OC (centres undefined) | 3 | -15 | -5 | -4 | 0.3 | 9 | -3 | 16 | -2 | -2
CCC(CC)C(=O)c1c[nH]c(C(=O)N2CCN(c3ccccc3F)CC2)c1 | 0 | -5 | 0 | -13 | -0.8 | 18 | 0 | 23 | 1 | -1
CSc1ccccc1OCc1cc(C(=O)NCCC2CCCCO2)no1 (centres undefined) | -5 | -97 | -5 | 7 | 2.7 | -53 | -4 | 12 | -10 | 9
Cc1cc(C)c2nc(-c3ccccn3)cc(C(=O)n3cccn3)c2c1 | 6 | -3 | -2 | 25 | -0.1 | -9 | -5 | 20 | -2 | 7
Cc1ccc(NC(=O)c2cc(-c3ccccc3O)n[nH]2)cc1Cl | 3 | -63 | -3 | 3 | 2.6 | -110 | 14 | 1 | 2 | -1
N#CC1(NC(=O)CSc2ccccn2)CCCCC1 | · | · | -3 | 1 | -31 | 3 | -3 | 3 | · | -4
Cn1nc(C(C)(C)C)c([N+](=O)[O-])c1C(=O)NC(C)(C)C | 2 | -7 | -5 | 3 | -0.6 | -10 | 1 | 1 | -1 | -2
Cc1ccc(S(=O)(=O)NCCN2CCNC2=O)cc1 | 0 | -36 | -2 | -39 | 0.1 | 23 | -1 | 32 | -1 | -18
COC(=O)N[C@H](CC(C)=O)c1cccc(C(F)(F)F)c1 | 1 | 0 | -3 | -5 | -0.1 | 4 | -5 | 10 | -3 | 6
COc1ccc(C(=O)/C=C2\NCC3c4ccccc4CCN3C2=O)cc1 (centres undefined) | 0 | 13 | -4 | 6 | -0.2 | -30 | 0 | 20 | -3 | 1
O=C1CSC(=S)N1c1cccc(Br)c1 | 4 | -37 | 2 | 7 | -0.4 | 2 | -3 | 9 | 5 | -8
CSc1nc(NCc2ccco2)c2sc3nc(C(C)C)c4c(c3c2n1)CC(C)(C)OC4 | -2 | -8 | 2 | 32 | 0.2 | 34 | 0 | 24 | 0 | 7
COc1cc(C)nc(OCCNS(=O)(=O)c2cc(C)ccc2C)n1 | -1 | -27 | 0 | 17 | -0.5 | 10 | -3 | 8 | 0 | 0
COc1ccccc1NC(=O)c1c(N=Cc2ccccc2O)cnn1C | -1 | -27 | 0 | 15 | -0.6 | -15 | 1 | 6 | -1 | -3
CCN1CCN(c2cc3c(nn2)Oc2ccccc2N3C)CC1 | -1 | -81 | 26 | 16 | 3.1 | -128 | 14 | 28 | 6 | 1
COC(=O)NNC(=O)/C=C/c1ccccc1 | -5 | -8 | -6 | -4 | 0.2 | -12 | 1 | 12 | -6 | 0
COc1ccc(CCNC(=O)C(C)Sc2ccc(C)cc2)cc1OC (centres undefined) | 2 | 2 | -2 | 3 | -0.7 | 8 | 2 | 20 | 4 | -1
CCOc1ccccc1CN1CCNC(=O)C1CC(=O)NCCN1CCOC1=O (centres undefined) | -7 | -21 | 0 | -1 | 0.1 | 6 | -3 | 17 | -3 | -5
CC1(C)Oc2ccc3ccc(=O)oc3c2/C(=N/O)C1=O | -1 | -22 | 1 | 39 | -13 | 9 | -1 | 15 | -1 | 2
Cc1nn(-c2ccccc2)c(NC(=O)C(C)C)c(-c2ccccc2)c1=O | -1 | -25 | 2 | -12 | -0.6 | -11 | -5 | 4 | -9 | -3
Cn1nc(-c2ccccc2)cc1NS(=O)(=O)c1ccccc1 | 4 | -10 | 2 | 11 | 2.1 | 27 | 4 | 20 | 3 | 9
COCCC1CCCCN1C(=O)c1ccc(OC)c(OC2CCN(C(C)=O)CC2)c1 (centres undefined) | -1 | -19 | 2 | 1 | -0.1 | -6 | -3 | 15 | -6 | -1
CC1(C)CC(=O)C=C(NCc2ccc(C(=O)O)cc2)C1 | -4 | -2 | -5 | 3 | -0.7 | -22 | 1 | 16 | 0 | -4
O=C(CSc1nccc2ccccc12)N1CCN(c2ccccn2)CC1 | 2 | -15 | -3 | 1 | 0.1 | 0 | 6 | 1 | -2 | -1
CC(C)n1c(C(O)c2ccccc2)nc2ccccc21 (centres undefined) | -4 | -8 | -1 | 7 | -0.2 | 6 | -8 | 17 | -3 | 15
COc1ccc(OC)c(Cc2nnc(CCC(=O)N3CCN(C4CCCC4)CC3)o2)c1 | -2 | -43 | -7 | 37 | 4.0 | -74 | -18 | 21 | -5 | 10
N=c1c2c(-c3ccccc3)c(-c3ccccc3)n(Cc3ccco3)c2ncn1CCO | -5 | 46 | -5 | 16 | 1.3 | -14 | -4 | 2 | -7 | 11
Cc1ccc(-c2noc(CN3C(C)CCCC3C)n2)cc1 (centres undefined) | 3 | -20 | -7 | 6 | 0.2 | -25 | -8 | 22 | 8 | -3
COc1ccc(-c2ccc(S(=O)(=O)N3CCOCC3)cc2)cc1 | -1 | -22 | -8 | -6 | 0.2 | -15 | 8 | 34 | -3 | -1
COc1ccc(-c2nc(CS(=O)CC(=O)NC3CCCCC3)c(C)o2)cc1OC (centres undefined) | 0 | -12 | 2 | 47 | 0.1 | -2 | -1 | 35 | 1 | 32
O=c1[nH]c(CN2CCN(c3ccccc3O)CC2)nc2scc(-c3ccccc3Cl)c12 | 2 | 7 | 16 | 20 | -0.4 | 27 | -5 | -8 | 2 | 4
Cc1ccc(NC(=O)c2cccc3ccccc23)cc1 | 4 | -42 | 12 | 31 | 1.7 | -91 | 1 | 12 | 6 | 13
NS(=O)(=O)c1ccc(NC(=O)COC(=O)CCNC(=O)NC23CC4CC(CC(C4)C2)C3)cc1 | -3 | 20 | -8 | 7 | -0.1 | 10 | 1 | 17 | -4 | -6
CC(=O)NC1=NN(C(C)=O)C(C)(c2ccc3ccccc3c2)S1 (centres undefined) | -2 | -26 | -1 | 4 | 0.5 | -5 | -2 | 21 | 6 | -1

Retrieved by compound from the entries so far:
SMILES | HSP90 inh | KLF5 inh | SKKanGAS inh | HSF-1 act | HIF act | aSyn 5UTR inh | Platelet DG rel | AI-2 QS modul | IEC-6 tox | HSF1 inhib
Cc1cccc(-n2ncc3c(NC4CCCCC4)ncnc32)c1 | 3 | -116 | 28 | -7 | 2.4 | -90 | -6 | -1 | -2 | -13
O=C(CSc1nccc2ccccc12)N1CCN(c2ccccn2)CC1 | 2 | -15 | -3 | 1 | 0.1 | 0 | 6 | 1 | -2 | -1
CCOC(=O)C1=C(C)NC(C)=C(C(=O)OCC)C1C(=O)OCC(=O)N(C)C1CCS(=O)(=O)C1 (centres undefined) | -1 | -5 | 2 | -17 | 13* | 5 | -3 | -5 | -2 | -7
